Source: PubChem BioAssay
AmpC inh detg: inhibitors of E. coli AmpC beta-lactamase with detergent; P00811; AmpC hydrolysis of nitrocefin, absorbance 480 nm, 0.01% Triton; Potency, µM (titrated, usually from 114 µM), inactives show at the top dose activity change, negative = inhibition, usual class: inhibitors; 0.041% of 370,000 active; AID 485294;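 note: potency is the fitted concentration of half-maximal effect; 0% = no-compound wells and -100% = no-enzyme wells; nearly all actives have a fitted effect of over 25% in size; some results filed as inactive show a strong effect at the top dose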
Target sequence (P00811 whole entry, looked up): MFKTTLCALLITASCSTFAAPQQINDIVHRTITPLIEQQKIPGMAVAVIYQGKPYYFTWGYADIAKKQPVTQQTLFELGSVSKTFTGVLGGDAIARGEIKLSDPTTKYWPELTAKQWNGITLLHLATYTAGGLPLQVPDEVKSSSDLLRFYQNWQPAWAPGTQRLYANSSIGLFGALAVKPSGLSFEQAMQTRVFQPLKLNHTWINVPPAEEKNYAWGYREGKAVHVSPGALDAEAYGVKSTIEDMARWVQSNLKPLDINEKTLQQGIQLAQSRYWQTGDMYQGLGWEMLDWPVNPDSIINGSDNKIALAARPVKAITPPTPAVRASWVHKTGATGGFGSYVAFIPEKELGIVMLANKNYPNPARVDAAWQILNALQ
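AmpC (5.3 nM in the dispensed reagent) in 20 mM phosphate pH 7.0 with 0.01% (detergent screen) or 0.0001% Triton X-100 was preincubated with compounds for 15 min at room temperature. Nitrocefin was then added from an 800 uM solution, and hydrolysis was followed at 480 nm.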
HCMV antiviral: blocks human cytomegalovirus replication; HFF cells, HCMV-luciferase reporter, 72 h; active compounds read low; activity change, negative = inhibition, % at 57.5 µM; 4.5% of 410,000 active; AID 1259415; in the data active = activity change below about -60%; inconclusive = no clear call, values can overlap the other calls; inactive = above about -39%
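Two-dose cell screen: HFF monolayers treated with compounds and infected with luciferase-expressing HCMV at 1 PFU/cell, 72 h at 37C, then lysed for luciferase measurement.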
AMA1-RON2 inh: inhibitors of Plasmodium falciparum AMA1-RON2 interaction | AlphaScreen AMA1-biotinylated RON2 peptide binding | AID 720542 | 0.2% of 360,000 active | Potency, µM (titrated, usually from 58.2 µM), for the others: top-dose activity change, negative = inhibition, hits mostly inhibitors;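 note: potency is the fitted concentration of half-maximal effect; 0% = vehicle wells and -100% = peptide control; nearly all actives have a fitted effect of over 45% in size; some results filed as inactive show a strong effect at the top dose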
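AMA1 (3D7) with his tag at 25 nM final met compounds first, then biotinylated RON2 peptide at 25 nM; detection used donor plus acceptor beads, 10 µg/mL apiece, read by AlphaScreen after 30 min at room temperature.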
Sm TGR block: S. mansoni TGR enzyme inhibition. Q962Y6. purified TGR, DTNB reduction, TNB absorbance 405 nm. Potency, µM (titrated, usually from 114 µM), for the others: top-dose activity change, negative = inhibition, hits mostly inhibitors. 3% of 360,000 active; note: potency is the fitted concentration of half-maximal effect; nearly all actives have a fitted effect of over 60% in size
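Kinetic colorimetric format: TGR-catalysed, NADPH-driven DTNB reduction monitored via TNB absorbance. Enzyme dispensed at 20 nM; compound exposure 15 min at room temperature before reaction start.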
The depositor's hits bear a star; ? = inconclusive; / = no result given. Unless noted, calls come from the whole dose curve; as a rule, active = well fitted curve in the direction sought with a large enough effect; inconclusive = small, poorly fitted or top-dose-only effect, or another doubt; inactive = no such curve, though single readings can be large; an effect the other way counts as inactive or inconclusive. Unless noted, % is set by controls: 0 for no effect and ±100 for the full control effect. An excerpt; count on the stated rates, not on these rows.

canonical_smiles | HCMV antiviral | AMA1-RON2 inh | Sm TGR block | AmpC inh detg
CCC/C(=N/Nc1ccc(Cl)cc1)c1cnnc(-c2ccccc2)n1 | / | 14% | / | /
Cc1c(C(=O)N(C)C)sc2c1c(=O)n(-c1ccc(Cl)c(Cl)c1)c(=O)n2CC(=O)Nc1ccc(Br)cc1F | / | / | 2% | 6%
Cc1ccc(O)c(C2=Nc3ccccc3N=C(c3cccc(F)c3)C2)c1 | / | / | -6% | -2%
COc1ccc2c3c(n(C)c2c1)[C@H](CO)N(C(C)=O)CC31CCN(C(=O)C2CCOCC2)CC1 | 36 | / | / | /
O=C(c1ccc2c(c1)CCO2)N1CC2ON=C(c3c(F)cccc3Cl)C2C1 (stereo not drawn) | 14 | / | / | /
Cc1ccc2c(c1)CCCN2S(=O)(=O)c1cccc(C(=O)Nc2ccccc2C(=O)O)c1 | ? | / | / | /
CCCCN1CC(COCc2ccccc2)Oc2cccc(Sc3ccc(OC)c(OC)c3)c2S1(=O)=O (stereo not drawn) | 6 | / | / | /
COc1ccc(CC2=NCCc3cc(OC)c(OC)cc32)cc1OC | 35 | / | / | /
COc1cccc(CNS(=O)(=O)c2cc(Br)ccc2Br)c1OC | -12 | / | / | /
COC(=O)N1C[C@H](OCc2cn(-c3cc(Cl)cc(Cl)c3)nn2)[C@H](OCc2cn(-c3cc(Cl)cc(Cl)c3)nn2)C[C@@H]1c1ccccc1Br | -32 | / | / | /
COC(=O)[C@@H]1[C@@H](CO)[C@@H]2Cn3c(ccc(Br)c3=O)[C@H]1N2S(C)(=O)=O | 16 | / | / | /
O=C(C(=O)N1CCC(CNC(=O)C2COc3ccccc3O2)CC1)c1cccs1 (stereo not drawn) | ? | / | / | /
CCC(=O)N1CC2(C1)CN(C(=O)c1ccccn1)[C@H](CO)c1c2c2ccc(OC)cc2n1C | 21 | / | / | /
C#CCN([C@@H](C)C(=O)OCC)S(=O)(=O)c1ccc(Br)cc1F | 11 | / | / | /
COC(=O)C1=C(C)N(Cc2cccc(C(F)(F)F)c2)C(=NCc2ccc(C(F)(F)F)cc2)NC1c1cccc(F)c1 (stereo not drawn) | -99* | / | / | /
COc1ccc2c(c1)C(n1c(C)ccc1C)C(=O)N2Cc1ccc(C(F)(F)F)cc1 (stereo not drawn) | 14 | / | / | /
CCn1ncc2c(=O)c(C(=O)c3ccccc3)c[nH]c21 | 3 | / | / | /
O=C(c1ccc2c(c1)OCO2)N1CC(=O)N2[C@H](C1)[C@@H](c1ccc(Br)cc1)[C@@H]2CO | -4 | / | / | /
Cc1cccc(NC(=O)c2nc[nH]c2C(=O)N(C)CCO)c1 | -19 | / | / | /
Cc1ccc(CN2CCC=CS2(=O)=O)cc1 | -15 | / | / | /
CCOC(=O)C1=Nc2cccc3c(O)ccc1c23 | 16 | / | / | /
Cc1ccc(NC(=O)N[C@H]2CC[C@@]34CCCN3C(=O)CCC[C@H]4C2Cc2ccccc2)cc1 (stereo partly drawn) | 27 | / | / | /
COc1ccc(NC(=O)OC[C@@H]2CSCCS(=O)(=O)N2)cc1 | -8 | / | / | /
O=C(Nc1cccc(Cl)c1)c1csc(C(O)c2cccc(C(F)(F)F)c2)n1 (stereo not drawn) | 21 | / | / | /
C[C@H](CO)N1C[C@H](C)[C@@H](CN(C)C(=O)Nc2cccc(Oc3ccccn3)c2)OCc2cn(nn2)CCCC1=O | -6 | / | / | /
COc1ccc(N=CN2c3ccccc3-n3cccc3C2CCc2ccccc2)cc1 (stereo not drawn) | 30 | / | / | /
CCCCOCC1CN(Cc2ccccc2OC)S(=O)(=O)c2cc(Cl)ccc2O1 (stereo not drawn) | -7 | / | / | /
O=S1(=O)N[C@@H](Cc2ccccc2)COc2cc(N3CCOCC3)ccc21 | 10 | / | / | /
CCCCOCCCNC(=O)C[C@H]1C[C@@]2(C(=O)OC)C(=C[C@H](COCc3ccccc3)O[C@@H]2C)N(Cc2ccc3c(c2)OCO3)C1=O | 11 | / | / | /
CC(C)C[C@H]1CNC(=O)C(=O)N1C[C@@H]1CCCN1C[C@H](Cc1ccccc1)N1C[C@H](CC(C)C)N(CC2CCCCC2)C(=O)C1=O | 3 | / | / | /

Quoted from the listing:
In HCMV antiviral, C[C@H](CO)N1C[C@H](C)[C@@H](CN(C)C(=O)Nc2cccc(Oc3ccccn3)c2)OCc2cn(nn2)CCCC1=O has the entry -6
In HCMV antiviral, CCC(=O)N1CC2(C1)CN(C(=O)c1ccccn1)[C@H](CO)c1c2c2ccc(OC)cc2n1C has the entry 21
In HCMV antiviral, CCn1ncc2c(=O)c(C(=O)c3ccccc3)c[nH]c21 has the entry 3
In HCMV antiviral, COc1ccc2c3c(n(C)c2c1)[C@H](CO)N(C(C)=O)CC31CCN(C(=O)C2CCOCC2)CC1 has the entry 36
In HCMV antiviral, C#CCN([C@@H](C)C(=O)OCC)S(=O)(=O)c1ccc(Br)cc1F has the entry 11
In HCMV antiviral, COc1ccc(CC2=NCCc3cc(OC)c(OC)cc32)cc1OC has the entry 35

Filtered by structure: the entries above with two or more sulfur atoms (2)
canonical_smiles | HCMV antiviral | AMA1-RON2 inh | Sm TGR block | AmpC inh detg
CCCCN1CC(COCc2ccccc2)Oc2cccc(Sc3ccc(OC)c(OC)c3)c2S1(=O)=O (stereo not drawn) | 6 | / | / | /
COc1ccc(NC(=O)OC[C@@H]2CSCCS(=O)(=O)N2)cc1 | -8 | / | / | /

Following part
canonical_smiles | HCMV antiviral | AMA1-RON2 inh | Sm TGR block | AmpC inh detg
COc1ccc(S(=O)(=O)N2CC3ON=C(c4c(F)cccc4Cl)C3C2)cc1OC (stereo not drawn) | -7 | / | / | /
O=C1CCC[C@H]2[C@@H](Cc3ccccc3)[C@H](NCc3cccs3)CC[C@]23CCCN13 | 20 | / | / | /
COC(=O)c1ccc2nc(-c3ccco3)c(Cc3ccsc3)n2c1 | 85 | / | / | /
COc1ccc(Cl)cc1-c1ccc2c(c1)COCC(=O)N2C | 0 | / | / | /
O=C(NCCc1ccccc1)c1csc(C(O)Cc2ccc(F)cc2)n1 (stereo not drawn) | 7 | / | / | /
O=Cc1c2c(cc3ccc(Cl)cc13)CCC2 | 3 | / | / | /
COc1cccc(-c2nc3c(Nc4cccc(F)c4)nccc3[nH]2)c1F | -12 | / | / | /
CCNc1ccccc1 | -2 | / | / | /
Brc1ccc2c(c1)-n1c(nc3ccccc31)CN2 | -36 | / | / | /
COc1ccc2c3n([n+]([O-])c2c1)C(C)CN=C3c1ccc(C)cc1 (stereo not drawn) | 20 | / | / | /
O=C(Nc1cccnc1)c1ccc(CSc2ccc(Cl)cc2)o1 | -29 | / | / | /
O=C(N[C@@H](Cc1ccccc1)c1nc2ccccc2[nH]1)c1ccc([N+](=O)[O-])cc1 | -3 | / | / | /
Fc1ccc2nc(-c3ccc(CN4CCC5(CC4)CNc4ccccc45)cc3)c(-c3ccccc3)nc2c1 | -14 | / | / | /
CCS(=O)(=O)N1CC2(C1)CN(S(=O)(=O)c1cccc(OC)c1)[C@@H](CO)c1[nH]c3cc(OC)ccc3c12 | -4 | / | / | /
Cc1cccc(C)c1NC(=O)C(C1CC1)N1C(=O)C(=O)c2ccccc21 (stereo not drawn) | -7 | / | / | /
CCN1C(=O)C(c2nnnn2-c2c(C)cccc2C)N(CCc2ccccc2)C1=O (stereo not drawn) | -8 | / | / | /
COc1cccc(-c2cccc3c4c([nH]c23)[C@@H]2C[C@H]3[C@@H](C(=O)N2CC4)[C@H](C)ON3C)c1 | -28 | / | / | /
CC(C)C[C@H]1COc2cc(N3CCCC3)ccc2S(=O)(=O)N1 | -25 | / | / | /
CN1C(=O)C(n2ccc3ccccc32)c2cccc(F)c21 (stereo not drawn) | 8 | / | / | /
COC(=O)[C@@H]1[C@@H](CO)[C@@H]2Cn3c(cccc3=O)[C@@H]2N1C(=O)c1cnccn1 | 23 | / | / | /
COc1ccc(C2CC(=O)C(c3ccccc3C)=CN2Cc2ccccc2)cc1 (stereo not drawn) | ? | / | / | /
CC(=O)Nc1ccc(CN2CCn3c(nnc3C(=O)NCC3CC3)C2)cc1 | 3 | / | / | /
COc1ccc(Nc2cc3c(cn2)cc(-c2cccc(C(F)(F)F)c2)n3C)c(OC)c1 | -1 | / | / | /
CC1NC(=O)c2ccccc2-n2c1nc1ccc(F)cc1c2=O (stereo not drawn) | -22 | / | / | /
COc1ccccc1NC(=O)N1CC(=O)N2[C@H](C1)[C@@H](c1ccc(Br)cc1)[C@@H]2CO | 7 | / | / | /
Cc1cc2nc(C)c(-c3nc4ccccc4[nH]3)nc2cc1C | 20 | / | / | /
CCCCNc1ccc2c(c1)OC[C@H](CC(C)C)NS2(=O)=O | -27 | / | / | /
COc1ccccc1CCn1cnc(-c2ccccc2F)c1CC(C)C | -83* | / | / | /
O=C(CN(CC(=O)NCc1ccccc1)CC(=O)NCc1ccccc1)NCc1ccccc1 | -3 | / | / | /
COC(=O)[C@H]1[C@H](CO)[C@H]2Cn3c(cccc3=O)[C@@H]1N2Cc1ccncc1 | 6 | / | / | /
O=C(O)[C@H]1[C@H](CO)[C@H]2Cn3c(cccc3=O)[C@@H]1N2S(=O)(=O)c1ccccc1F | 32 | / | / | /
Cc1ccccc1S(=O)(=O)N[C@H]1CC[C@@]23CCCN2C(=O)CCC[C@H]3[C@H]1Cc1ccccc1 | -11 | / | / | /
COc1ccccc1NC(=O)N(C)C[C@H]1OCc2cn(nn2)CCCC(=O)N([C@H](C)CO)C[C@@H]1C | -6 | / | / | /
COCCN1C(=O)COCc2cc(-c3cnn(C)c3)ccc21 | 21 | / | / | /
CCCC(C(=O)Nc1c(C)cccc1C)N1C(=O)C(=O)c2ccccc21 (stereo not drawn) | -23 | / | / | /
COc1ccc(C2=CC(=O)CC(C)(C)C2=O)cc1 | -18 | / | / | /
COCCCNC(=O)C[C@H]1C[C@@]2(C(=O)OC)C(=C[C@H](C3CCCC3)O[C@@H]2C)N(Cc2ccccc2)C1=O | -18 | / | / | /
CCOC(=O)C1=CCN(S(=O)(=O)c2ccc(Br)cc2)C1c1cccc(Cl)c1 (stereo not drawn) | -16 | / | / | /
Nc1nonc1-n1nnc(C(=O)N/N=C/c2cc(Cl)ccc2O)c1CN1CCCCCC1 | ? | / | / | /
Cc1cccc(N=O)n1 | 41 | / | / | /
CC(C)(C)OC(=O)N1CCc2nc3ccccc3c(N)c2C1=O | -10 | / | / | /
CCC[C@H]1[C@@H](NC(=O)Nc2ccccc2)CC[C@@]23CCCN2C(=O)CCC[C@@H]13 | 7 | / | / | /
Nc1nc2c(-c3ccc([N+](=O)[O-])cc3)nnn2c2ccccc12 | -16 | / | / | /
CCCCCn1nc2ccccc2c1OC | -15 | / | / | /
CCOC(=O)N1C(=O)C[C@H](C(=O)N2CCOCC2)[C@H]1c1ccc(OC)cc1 | -14 | / | / | /
C#CCN1CC(=O)N(COC(=O)C2C(C=C(C)C)C2(C)C)C1=O (stereo not drawn) | -19 | / | / | /
O=S1(=O)N[C@@H](Cc2ccccc2)COc2cc(NC3CC3)ccc21 | -9 | / | / | /
COC(=O)C(O)(c1ccccc1)C(Nc1ccc(OC)cc1)c1ccc(Cl)cc1 (stereo not drawn) | -3 | / | / | /
CC(=O)c1cccc(-c2cnc3ccc(-c4cccc(CO)c4)nn23)c1 | -95* | / | / | /
CCCC(=O)N1CC2(C1)CN(C(=O)CN1CCOCC1)[C@H](CO)c1c2c2ccc(OC)cc2n1C | 1 | / | / | /
COC(=O)[C@@H]1[C@@H](CO)[C@@H]2Cn3c(ccc(Br)c3=O)[C@@H]2N1C(=O)CN(C)C | -2 | / | / | /
CC(C)(C)NC(=O)c1csc(C(O)c2ccc(C(C)(C)C)cc2)n1 (stereo not drawn) | -96* | / | / | /
Cc1cc(Br)cn2c(Cc3ccccc3C(F)(F)F)c(-c3cccc(Cl)c3)nc12 | 26 | / | / | /
Cc1ccccc1OCCCN1CCC(C(O)(c2ccccc2)c2ccccc2)CC1 | ? | / | / | /

Rewritten with values under each structure: entries from further up
Below each SMILES: HCMV antiviral | AMA1-RON2 inh | Sm TGR block | AmpC inh detg
- CC(=O)c1cccc(-c2cnc3ccc(-c4cccc(CO)c4)nn23)c1
→ -95* | / | / | /
- CCCC(=O)N1CC2(C1)CN(C(=O)CN1CCOCC1)[C@H](CO)c1c2c2ccc(OC)cc2n1C
→ 1 | / | / | /
